UTI89 phage lysis: protection from phage-mediated lysis, alamar blue read-out – E. coli UTI89, K1F phage, bacterial capsule biogenesis inhibitors (AID 488966); E. coli UTI89 K1F phage lysis, alamar blue, 2 h; higher % means a stronger effect; inhibition, % at 100 µM, or IC50 in µM where a hit was titrated; actives 0.02% (n = 340,000);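 active = phage lysis inhibition, versus mean bacterial control, above a set limit; inconclusive = no clear call, values can overlap the other calls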;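 note: capsule biogenesis inhibitors block K1F phage lysis so surviving cells raise fluorescence; higher fluorescence means more inhibition of phage lysis; actives were called in the ten point dose series up to 300 µM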
Large T inhibition: TAg ATPase/helicase activity blockers – biochemical (AID 1903); SV40 large T antigen ATPase/helicase inhibition assay; higher % means a stronger effect; inhibition, % at 20 µM, or IC50 in µM where a hit was titrated; actives 0.39% (n = 310,000); in the data active = a potency from the dose series; inconclusive = inhibition mostly from about 32% at the one dose, without a potency; inactive = the rest, 99 in 100 with inhibition below about 32%; note: strong numbers were not always called active
West Nile virus CPE: West Nile virus antiviral activity, cell-based, CPE readout (AID 1621). West Nile virus-infected cells, CPE inhibition; higher % means a stronger effect. CPE inhibition, % at 10 µM; hits with a dose series show IC50 in µM. actives 0.02% (n = 290,000); in the data active = a potency from the dose series; inconclusive = CPE inhibition mostly from about 3.7% at the one dose, without a potency; inactive = the rest, 99 in 100 with CPE inhibition below about 2.2%; note: strong numbers were not always called active
MgcRacGAP inhibition: MgcRacGAP GTPase-activating activity inhibitors, confirmation, biochemical, ADP Hunter fluorescence. AID 624330. actives 0.6% (n = 340,000). MgcRacGAP-stimulated Rac1 GTP hydrolysis, ADP Hunter fluorescence; higher % means a stronger effect; GST-tagged Rac1 F28L mutant substrate. inhibition, % at 30 µM; hits with a dose series show IC50 in µM;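 active = first-screen hits whose inhibition reached a set limit at any dose in the follow-up dose series; inconclusive = inhibition above the set first-screen limit but never retested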;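 note: fluorescence reports GDP produced by GAP-driven GTP hydrolysis; strong numbers were not always called active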
AID2073: disruptors of CaV2.2 binding to Mint1 – biochemical, HTRF (AID 2073); inhibition, % at 20 µM, or IC50 in µM where a hit was titrated; HTRF protein-protein interaction, Mint1-CaV2.2; higher % means a stronger effect; actives 0.19% (n = 290,000); in the data active = inhibition mostly above about 51%, no sharp cut-off; inconclusive = no clear call, values can overlap the other calls; inactive = mostly below about 53%; note: some results filed as inactive read as strong as hits
NTR1 agonist: NTR1-driven beta-arrestin-GFP spot formation – imaging, U2OS cells, high content, primary screen (AID 493036) | P30989 | agonist mode | activation, % at 20 µM | actives 0.17% (n = 330,000);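 active = activation at or above 40% of the spot to cytoplasm intensity ratio, with at least 20 cells analyzed; inconclusive = wells under 20 cells, flagged as cytotoxic or low count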;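 note: 0% = DMSO without peptide and 100% = 100 nM NTR1 peptide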
Target sequence (P30989 whole entry, looked up): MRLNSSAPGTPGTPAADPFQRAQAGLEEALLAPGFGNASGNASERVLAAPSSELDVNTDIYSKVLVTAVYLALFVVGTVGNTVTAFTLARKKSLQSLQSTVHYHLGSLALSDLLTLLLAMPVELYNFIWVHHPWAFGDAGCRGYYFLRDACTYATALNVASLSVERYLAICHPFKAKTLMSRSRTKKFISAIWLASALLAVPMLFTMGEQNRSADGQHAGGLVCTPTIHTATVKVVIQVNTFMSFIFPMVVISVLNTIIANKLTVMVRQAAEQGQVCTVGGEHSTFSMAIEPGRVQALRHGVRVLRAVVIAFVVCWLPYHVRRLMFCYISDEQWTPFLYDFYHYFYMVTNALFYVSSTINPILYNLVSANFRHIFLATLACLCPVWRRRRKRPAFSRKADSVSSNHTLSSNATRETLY
RSV antiviral HEp-2: inhibition of RSV-induced cytopathic effect – HEp-2 cells, primary 10 µM value included (AID 2391) | HEp-2 cells, RSV-induced CPE inhibition; higher % means a stronger effect | CPE inhibition, % at 10 µM, or IC50 in µM where a hit was titrated | actives 0.13% (n = 310,000); in the data active = a potency from the dose series; inconclusive = CPE inhibition mostly from about 23% at the one dose, without a potency; inactive = the rest, 99 in 100 with CPE inhibition below about 21%; note: strong numbers were not always called active
Dengue-2 NS5 capping: flavivirus cap methylation enzyme inhibition – biochemical, confirmation dose response, primary screen (AID 588689); Dengue-2 NS5 methyltransferase capping enzyme assay, biochemical; higher % means a stronger effect; actives 0.3% (n = 340,000); one-dose inhibition, % at 25 µM; IC50 in µM for titrated hits; in the data active = a potency from the dose series; inconclusive = inhibition above about 29% without an active follow-up result
SIAH1 antagonists: blockers of Siah-1 interaction with plectin peptide – biochemical, fluorescence polarization, rhodamine-plectin, uHTS, primary screen (AID 1817). Siah-1 / rhodamine-plectin peptide fluorescence polarization; higher % means a stronger effect. displacement, % at 20 µM; hits with a dose series show IC50 in µM. actives 0.02% (n = 290,000);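 active = displacement of at least 50% at 20 µM, with a fluorescence ratio check between 0.3 and a set limit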;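 note: plate controls were Siah plus tracer with DMSO for no effect and tracer alone without Siah for full effect; strong numbers were not always called active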
NTR1 agonist cell count 20 µM: recorded beside NTR1 agonist, whose call it bears; cell count; measured here: cell count, cytotoxicity flag
* hit, by the source's call; ? = inconclusive; nt = not tested or not shown; [ ] = remark or other dose. Only part of the results is shown; count on the stated rates, not on these rows.

structure	UTI89 phage lysis	Large T inhibition	West Nile virus CPE	MgcRacGAP inhibition	AID2073	NTR1 agonist	NTR1 agonist cell count 20 µM	RSV antiviral HEp-2	Dengue-2 NS5 capping	SIAH1 antagonists
NC(=O)CN1C2CCC1CC(NC(=O)C1CC1)C2 (stereo not given)	0.3%	-2%	0.2%	8%	8%	-1.1	77	1.4%	-5%	0%
O=C1NC(=O)C(=Cc2ccc(N3CCOCC3)o2)C(=O)N1	-2.2%	10%	-0.3%	6%	23%	-1.5	95	-1.3%	-81%	1%
CCCNC1=C(C)C(=O)C2=C(C1=O)C(COC(N)=O)[C@]1(OC)C3NC3CN21 (stereo not given in full)	0.9%	8%	0.9%	9%	-5%	-0.6	81	-0.5%	12%	-1%
COC(=O)C1=C(c2ccccc2OCc2ccccc2)C[C@@H]2CC[C@H]1N2C(=O)NCc1cccc(F)c1	-0.1%	nt	nt	0%	nt	1.6	70	6.5%	-2%	nt
O=c1[nH]c(=S)n(C2CC2)c(O)c1C=NCc1cccnc1	nt	12%	-0.4%	nt	-12%	-0.5	55	nt	nt	12%
Cc1cc(C)nc(NC2=NCCS2)n1	0.6%	9%	0.0%	6%	4%	0.2	43	1.8%	1%	-2%
CCN1CC2C3CCC(C)(O3)C2C1 (stereo not given)	0.2%	-3%	0.3%	9%	12%	1.7	58	-0.1%	1%	-3%
COC(=O)C(O)(c1ccc(N(C)C)cc1)C(F)(F)F (stereo not given)	-0.4%	8%	-0.2%	2%	2%	-0.1	36	-0.7%	-6%	5%
Cn1c(O)c(/C=C2/C=CC=N2)c(=O)[nH]c1=O	0.2%	4%	0.0%	14%	4%	-0.6	57	3.6%	-8%	4%
C#CCOC(=O)C1=CCCN(C)C1	0.1%	17%	nt	2%	nt	5.3	52	0.3%	1%	nt
C[C@]12C=CC(=O)C=C1CC[C@@H]1C2CC[C@]2(C)OC(=O)CCC12 (stereo not given in full)	0.1%	9%	-0.4%	6%	14%	0.4	85	39%	-4%	1%
CCC[N+]12CCC(CC1)C(C(O)(c1ccccc1)c1ccccc1)C2 (stereo not given)	-1.6%	15%	0.2%	-1%	2%	1.0	42	0.9%	2%	4%
ClC1=CCC2CN(CCN3CCCCC3)CC2C1 (stereo not given)	2.2%	nt	-0.5%	7%	-6%	1.1	59	0.0%	-2%	1%
COC(=O)C1=C(c2cccc(OC)c2OC)C[C@@H]2CC[C@H]1N2C(=O)NCCCOC(C)C	0.0%	18%	1.1%	12%	nt	-3.2	97	0.8%	-2%	nt
COc1cc2c(c(OC)c1OC)-c1ccc(O)c(=O)cc1C(NC(C)=O)CC2 (stereo not given)	0.3%	12%	-0.9%	3%	10%	3.7	84	0.5%	-2%	3%
COc1ccc(CCNC2CCCCCC2)cc1	-2.3%	10%	-0.9%	3%	5%	-0.7	47	-0.5%	-12%	-2%
COc1ccc(C(CN(C)C)C2(O)CCCCC2)cc1 (stereo not given)	3.3%	8%	0.2%	3%	nt	-2.6	54	0.6%	-4%	nt
CCCCCCNC(=O)N[C@@H](Cc1ccc(O)cc1)C(=O)NCCC[C@H]1CN2C(=NC[C@H]2C)N1CC1CCC1	nt	8%	0.4%	nt	41%	-0.7	69	-0.3%	nt	11%
O[C@H]1C2CCC1C(N1CCCCC1)CC2 (stereo not given in full)	0.2%	-7%	-0.1%	15%	9%	0.0	40	3.0%	-6%	1%
COC(=O)C1=C(c2ccc(F)cc2OCc2ccccc2)C[C@@H]2CC[C@H]1N2C(=O)NCCN1CCOCC1	2.1%	nt	nt	0%	nt	-0.8	46	-1.5%	1%	nt

Next part, overlapping the part above by 2 compounds.
structure	UTI89 phage lysis	Large T inhibition	West Nile virus CPE	MgcRacGAP inhibition	AID2073	NTR1 agonist	NTR1 agonist cell count 20 µM	RSV antiviral HEp-2	Dengue-2 NS5 capping	SIAH1 antagonists
O[C@H]1C2CCC1C(N1CCCCC1)CC2 (stereo not given in full)	0.2%	-7%	-0.1%	15%	9%	0.0	40	3.0%	-6%	1%
COC(=O)C1=C(c2ccc(F)cc2OCc2ccccc2)C[C@@H]2CC[C@H]1N2C(=O)NCCN1CCOCC1	2.1%	nt	nt	0%	nt	-0.8	46	-1.5%	1%	nt
c1ccc(CN2CCc3nc4ccccc4cc3C2)cc1	0.2%	-3%	-0.7%	7%	-2%	-0.7	63	0.6%	1%	2%
Nc1ccc(Br)cc1C(=O)c1ccccc1	-0.4%	0%	-0.2%	6%	0%	0.0	88	2.5%	-6%	1%
COC(=O)C1=C(c2ccc(OC)c(OC)c2)C[C@@H]2CC[C@H]1N2C(=O)N1CCc2cc(OC)c(OC)cc2C1	-0.2%	nt	nt	3%	nt	1.0	51	0.1%	-6%	nt
CNC(=O)Oc1cccc(-c2cn3cc(OC(=O)NC)ccc3n2)c1	-0.2%[50 µM]	?	0.3%	?	13%	nt	nt	-0.1%	-7%	21%
CC1CC(C)CN(C(=O)COC(=O)c2cn(C)c3ccccc23)C1 (stereo not given)	-0.1%[50 µM]	nt	nt	3%	nt	0.4	69	0.8%	4%	nt
CC(C)(Cl)[N+](=O)[O-]	-0.5%	nt	nt	7%	nt	0.1	67	0.4%	-6%	nt
CCCCCCOc1ccc(CN2CCN(C)CC2)cc1	6.7%	8%	-0.8%	7%	0%	-1.2	47	-2.5%	-2%	3%
CCOc1ccc(-n2c(-c3cccs3)nc3ccccc3c2=O)cc1	-0.8%	nt	-0.7%	6%	1%	7.0	80	0.5%	-3%	1%
CCOc1cc2c(cc1OCC)-n1cccc1C(c1cccc(OCC)c1O)NC2 (stereo not given)	0.1%	12%	-0.9%	5%	0%	3.1	89	0.3%	-4%	1%
CC(=O)N1N=C(c2cccnc2)OC1c1ccccc1Cl (stereo not given)	0.6%	10%	0.4%	4%	9%	0.1	76	1.8%	-13%	2%
CC1CN=C(Nc2cccc3ccccc23)S1 (stereo not given)	-0.5%	11%	0.2%	1%	-6%	-0.2	29	-0.5%	-7%	2%
COc1ccc2c3c1OC1C(=O)CC[C@@]4(O)[C@@H](C2)N(C)CC[C@]314 (stereo not given in full)	0.0%	nt	nt	0%	nt	2.1	46	nt	-8%	nt
Cc1ccsc1C(=O)C1CCCN(Cc2cccc(OCCO)c2)C1 (stereo not given)	-0.1%	-2%	-0.6%	9%	11%	0.7	34	-1.9%	-14%	-3%
COC(=O)C1=C(c2ccc(F)cc2F)C[C@@H]2CC[C@H]1N2C(=O)N1CCC(C)CC1	-0.5%	nt	nt	4%	nt	1.1	79	41µM*	-10%	nt
COc1cccc(-n2c(-c3ccoc3)nc3ccccc3c2=O)c1	-1.7%	18%	-1.2%	4%	0%	0.1	97	0.8%	3%	5%
Clc1ccc(Cn2ccnc2)cn1	0.2%	-7%	-0.5%	1%	3%	0.1	58	-0.1%	-7%	4%
Cc1cccc(OCC(=O)N2CCN(Cc3cccnc3)CC2)c1	1.0%	24%	0.3%	?	5%	3.1	59	-0.8%	4%	7%
CC(=O)Nc1ccc(OC(=O)N(C)C)cc1	0.1%	-2%	0.3%	5%	-7%	1.2	75	1.3%	-4%	-1%
CN(C)c1ccc(/C=C2/C(=O)NC(=O)N(CCc3ccc(F)cc3)C2=O)cc1	-0.3%	11%	0.1%	11%	17%	-1.3	74	1.6%	28%	3%
C[C@]12CCC3C(CC[C@@H]4CC(=O)CC[C@]34C)C1CC[C@@H]2O (stereo not given in full)	1.1%	nt	nt	2%	nt	1.5	72	nt	2%	nt

Of the compounds above, these contain an NH in an aromatic ring.
structure	UTI89 phage lysis	Large T inhibition	West Nile virus CPE	MgcRacGAP inhibition	AID2073	NTR1 agonist	NTR1 agonist cell count 20 µM	RSV antiviral HEp-2	Dengue-2 NS5 capping	SIAH1 antagonists
O=c1[nH]c(=S)n(C2CC2)c(O)c1C=NCc1cccnc1	nt	12%	-0.4%	nt	-12%	-0.5	55	nt	nt	12%
Cn1c(O)c(/C=C2/C=CC=N2)c(=O)[nH]c1=O	0.2%	4%	0.0%	14%	4%	-0.6	57	3.6%	-8%	4%

Carrying on:
Below each SMILES: UTI89 phage lysis	Large T inhibition	West Nile virus CPE	MgcRacGAP inhibition	AID2073	NTR1 agonist	NTR1 agonist cell count 20 µM	RSV antiviral HEp-2	Dengue-2 NS5 capping	SIAH1 antagonists
Oc1ccc(Br)cc1CN1CCN(c2ccccc2)CC1
→ 0.2%	1%	-0.9%	5%	-6%	0.4	86	1.0%	-4%	2%
COc1cc(NC(=O)CN2C3CCC2CC(O)(c2cccnc2)C3)cc(OC)c1 (stereo not given)
→ 3.8%	18%	-2.1%	8%	7%	0.8	60	0.7%	4%	1%
CCOC(=O)N(CC)c1ccc(C(O)(C(=O)OCC)C(F)(F)F)cc1 (stereo not given)
→ 1.0%	11%	1.1%	7%	6%	-0.3	58	3.1%	-8%	5%
O=C(Cc1ccccc1)Oc1cccc(-n2cnnn2)c1
→ 0.8%	6%	1.2%	5%	-10%	-0.9	84	-0.4%	-17%	0%
COc1cccc(-c2nn(Cc3ccccc3)cc2C(=O)O)c1
→ 0.4%	-1%	0.2%	5%	16%	-0.7	44	0.9%	-5%	-2%
COP(=O)(OC)C(NC(=O)/C=C/c1ccccc1)C(Cl)(Cl)Cl (stereo not given)
→ 4.1%	8%	0.6%	5%	14%	-0.1	33	1.7%	3%	-4%
O=c1[nH]c(=O)n(Cc2ccco2)c(O)c1C=NCCN1CCOCC1
→ 2.0%	11%	0.4%	13%	15%	-1.0	43	1.1%	-17%	0%
Cc1ccc(-n2c(O)c(C=NCC3CCCO3)c(=O)[nH]c2=O)c(C)c1 (stereo not given)
→ 0.8%	14%	0.7%	10%	0%	-0.5	36	nt	?	0%
C[C@]12CC[C@H](N)CC1=CCC1C2CC[C@@]2(C)C1CC[C@@H]2O (stereo not given in full)
→ -2.5%	nt	nt	-1%	nt	1.3	60	nt	-10%	nt
CC(C)CNP(=S)(c1ccccc1)C(C)(C)C (stereo not given)
→ 0.0%[50 µM]	18%	0.6%	3%	-23%	1.1	70	-1.3%	0%	1%
CN(CC(=O)Nc1ccccc1-c1ccccc1)C1CCCCC1
→ 0.5%	7%	0.1%	3%	1%	2.1	46	0.5%	-6%	10%
Cc1c(C=O)c2ccccc2n1Cc1cccc(F)c1
→ 4.8%	9%	-1.2%	10%	-5%	-0.6	64	3.7%	-5%	6%
